Screening data: PubChem BioAssay, several laboratories
GPR55 LPI antagonism = GPR55 antagonists blocking LPI-driven arrestin recruitment, primary screen, imaging, U2OS, beta-arrestin-GFP, LPI agonist (AID 2013). U2OS GPR55 beta-arrestin-GFP translocation imaging, LPI antagonism; higher % means a stronger effect. inhibition, % at 10 µM; hits with a dose series show IC50 in µM. 0.13% of 290,000 active;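 active means spots per cell inhibited over 60%, with over 100 cells counted and total cytoplasm intensity under 500,000; inconclusive means wells with under 100 cells, flagged as likely toxic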;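 further: U2OS cells stably carrying GPR55 and arrestin-GFP stimulated by 5 µM LPI near EC80; imaged beta-arrestin-GFP aggregate spots per cell after agonist stimulation; plate controls were LPI-stimulated DMSO wells for no effect and DMSO wells without LPI for full effect; some results filed as inactive read as strong as hits; confirmed hits need IC50 under 10 µM and bright autofluorescent wells are also inconclusive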
Myeloid diff 2 = compounds promoting myeloid differentiation | 1% of 360,000 active | calls only at 10 µM | ER-HoxA9 myeloid progenitors, lysozyme-GFP differentiation, flow cytometry;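 active means normalized GFP-positive differentiation at or above the plate's own cutoff, the solvent-only control mean plus 3 SD; inconclusive means no clear call, values can overlap the other calls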;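 further: cells exposed to compound for four days before flow analysis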
KOR beta-arrestin-1 = kappa opioid receptor blockers – cell-based, luminescence, uHTS (AID 1778). KOR beta-arrestin recruitment, luminescence, antagonist mode; higher % means a stronger effect. inhibition, % at 10 µM, or IC50 in µM where a hit was titrated. 0.091% of 290,000 active; further: strong numbers were not always called active
T cell modulator = T cell immune modulators affecting CD8 T cell-vesicle binding | 2C CD8+ T cell-vesicle binding, flow cytometry; hits give low values | calls only at 7 µM | AID 2052 | 0.068% of 330,000 active;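 active means response, share of CD8 T cells binding vesicles, and their 90th percentile fluorescence all below set limits, cut at about 80% in these data, passing the limit was not always enough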
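Benchmarks: naked versus QL9-loaded vesicles / Assay system: purified 2C TCR transgenic mouse naive CD8+ T cells / Technique: high-throughput flow cytometry with anti-B7-1 and anti-CD8 staining / Timing: Cell–vesicle co-incubation 1.5 h at 37 °C, staining 20 min on ice / Read-out: percent CD8+ FL2 mean versus row control / Probe or stimulus: QL9-loaded Drosophila micro-vesicles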
NOD1 inhibition = inhibition of NOD1-driven NF-kB reporter – cell-based, luminescence, uHTS, primary screen (AID 1578); one-dose inhibition, % at 4 µM; EC50 in µM for titrated hits; NOD1-driven NF-kB luciferase reporter cells, luminescence; higher % means a stronger effect; 1% of 290,000 active; in the data active means inhibition mostly above about 36%, no sharp cut-off; inactive means mostly below about 34%;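 further: HEK-293T reporter cells stimulated with the NOD1 agonist gamma-tri-DAP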
KOR beta-arrestin-2 = KOR agonists, beta-arrestin recruitment, primary screen, cell-based, luminescence, uHTS (AID 1777); KOR beta-arrestin recruitment, luminescence; higher % means a stronger effect; activation, % at 10 µM, or EC50 in µM where a hit was titrated; 0.02% of 280,000 active; in the data active means activation above about 50%, passing the limit was not always enough; further: a part of the inactive calls stands beside numbers as strong as those of hits
NTR1 ag = NTR1-driven beta-arrestin-GFP spot formation – imaging, U2OS cells, high content, primary screen (AID 493036) | activation, % at 20 µM | agonist mode | P30989 | 0.17% of 330,000 active;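 active means activation at or above 40% of the spot to cytoplasm intensity ratio, with at least 20 cells analyzed; inconclusive means wells under 20 cells, flagged as cytotoxic or low count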;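 further: 0% = DMSO without peptide and 100% = 100 nM NTR1 peptide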
Target sequence (P30989 whole entry, looked up): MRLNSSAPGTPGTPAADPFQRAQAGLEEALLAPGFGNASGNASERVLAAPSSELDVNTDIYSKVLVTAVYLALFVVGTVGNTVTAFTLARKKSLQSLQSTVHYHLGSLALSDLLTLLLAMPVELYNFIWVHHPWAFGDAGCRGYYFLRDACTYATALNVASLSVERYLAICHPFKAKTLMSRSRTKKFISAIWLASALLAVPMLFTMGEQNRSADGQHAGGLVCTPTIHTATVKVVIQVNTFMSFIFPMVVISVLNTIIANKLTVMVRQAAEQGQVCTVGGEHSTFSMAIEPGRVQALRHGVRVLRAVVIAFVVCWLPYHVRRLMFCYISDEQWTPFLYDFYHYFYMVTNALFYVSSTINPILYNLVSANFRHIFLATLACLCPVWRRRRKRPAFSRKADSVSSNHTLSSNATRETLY
GPR55 activation = selective activators of receptor GPR55 – imaging, U2OS cells, beta-arrestin-GFP redistribution, primary screen (AID 1961) | one-dose activation, % at 10 µM; EC50 in µM for titrated hits | U2OS GPR55 beta-arrestin-GFP redistribution imaging; higher % means a stronger effect | 0.048% of 290,000 active;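 active means activation above 40% with more than 50 cells counted in the well; inconclusive means wells holding fewer than 50 cells, flagged as toxic or sparse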;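 further: U2OS osteosarcoma cells stably expressing GPR55 and beta-arrestin-GFP; plate controls were DMSO negative control for no effect and LPI positive control for full effect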
NOD2 inhibition = NOD2 signaling inhibitors, cell-based, luminescence, uHTS, HEK293 (AID 1566); HEK293 NOD2/NF-kB luciferase reporter, luminescence; higher % means a stronger effect; inhibition, % at 4 µM; hits with a dose series show EC50 in µM; 0.63% of 290,000 active; further: many of its hits are not listed in these tables
T cell modulator vesicle-bound % = further read-out of T cell modulator, marked with its call; double positive events, %; measured here: CD8+ vesicle-bound cell fraction;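 binding gate set so that unloaded-vesicle control wells show 10% double positive cells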
NTR1 ag cell count 20 µM = also measured in NTR1 ag; calls as there; cell count; measured here: cell count, cytotoxicity flag
Myeloid diff 2 GFP+ MAC1+ % = second read-out of Myeloid diff 2, no call of its own (marks repeat the call); GFP+ MAC1+ double positive, %; measured here: differentiation confirmed by MAC1 staining
An asterisk follows results filed as active; [ ] = dose if it differs, or a comment. Unless noted, no stated cut-off is given here; in the data, active means inhibition above about 50%; inactive means the rest.

Results for CC1CC(CC(=O)NC(=S)Nc2ccccc2Cl)C(=O)O1 (stereo unspecified) ?
GPR55 LPI antagonism: 10.4%; Myeloid diff 2: inactive; KOR beta-arrestin-1: -9.1%[20 µM]; T cell modulator: inactive; NOD1 inhibition: -8.6%; KOR beta-arrestin-2: -6.6%; NTR1 ag: -1.8; GPR55 activation: -0.1%; NOD2 inhibition: 22.6%; T cell modulator vesicle-bound %: 53.5; NTR1 ag cell count 20 µM: 78; Myeloid diff 2 GFP+ MAC1+ %: 0.4

How did COc1ccc(CC(=O)OCN2C(=O)c3ccccc3C2=O)cc1OC do in these assays?
GPR55 LPI antagonism: 3.0%; Myeloid diff 2: inactive; KOR beta-arrestin-1: -13.7%; T cell modulator: inactive; NOD1 inhibition: -42.4%; KOR beta-arrestin-2: 6.6%; NTR1 ag: 0.6; GPR55 activation: -0.1%; NOD2 inhibition: -5.2%; T cell modulator vesicle-bound %: 67.2; NTR1 ag cell count 20 µM: 57; Myeloid diff 2 GFP+ MAC1+ %: 2.0

What do the screens show for `CC(C)CNS(=O)(=O)c1cc(C(=O)N2CC(C)OC(C)C2)c(Cl)cc1Cl` (stereo unspecified)?
GPR55 LPI antagonism: 12.4%; Myeloid diff 2: inactive; KOR beta-arrestin-1: 1.8%; T cell modulator: inactive; NOD1 inhibition: 18.2%; KOR beta-arrestin-2: -1.0%; NTR1 ag: 0.0; GPR55 activation: 0.3%; NOD2 inhibition: 27.1%; T cell modulator vesicle-bound %: 30.7; NTR1 ag cell count 20 µM: 62; Myeloid diff 2 GFP+ MAC1+ %: 7.2

What do the screens show for `CCOC(=O)c1c(NC(=O)CNCCO)sc(C)c1C`?
GPR55 LPI antagonism: 13.9%; Myeloid diff 2: inactive; KOR beta-arrestin-1: 2.7%; T cell modulator: inactive; NOD1 inhibition: 10.3%; KOR beta-arrestin-2: -0.6%; NTR1 ag: 4.7; GPR55 activation: 0.7%; NOD2 inhibition: 6.7%; T cell modulator vesicle-bound %: 47.1; NTR1 ag cell count 20 µM: 57; Myeloid diff 2 GFP+ MAC1+ %: 1.1

Results for COc1cc(/C=N/NC(=S)Nc2cccc(Cl)c2C)ccc1OCC(=O)N1CC(C)OC(C)C1 (stereo unspecified) ?
GPR55 LPI antagonism: 11.0%; Myeloid diff 2: inactive; KOR beta-arrestin-1: 38.5%; T cell modulator: inactive; NOD1 inhibition: -40.9%; KOR beta-arrestin-2: -1.9%; NTR1 ag: 2.2; GPR55 activation: -0.2%; NOD2 inhibition: -13.6%; T cell modulator vesicle-bound %: 26.1; NTR1 ag cell count 20 µM: 50; Myeloid diff 2 GFP+ MAC1+ %: 1.6

What do the screens show for `CCCn1nc(C(=O)Nc2cccc(C(=O)OC)c2)c2ccccc2c1=O`?
GPR55 LPI antagonism: 6.5%; Myeloid diff 2: inactive; KOR beta-arrestin-1: -7.8%; T cell modulator: inactive; NOD1 inhibition: -10.2%; KOR beta-arrestin-2: -6.2%; NTR1 ag: 4.7; GPR55 activation: 0.3%; NOD2 inhibition: 13.8%; T cell modulator vesicle-bound %: 24.1; NTR1 ag cell count 20 µM: 79; Myeloid diff 2 GFP+ MAC1+ %: 0.6

What do the screens show for `COc1cc(C(=O)NCc2ccco2)c(Br)c(OC)c1OC`?
GPR55 LPI antagonism: 15.0%; Myeloid diff 2: inactive; KOR beta-arrestin-1: 7.7%; NOD1 inhibition: 9.8%; KOR beta-arrestin-2: 1.8%; NTR1 ag: 0.0; GPR55 activation: 0.2%; NOD2 inhibition: 9.8%; NTR1 ag cell count 20 µM: 46; Myeloid diff 2 GFP+ MAC1+ %: 8.5

What do the screens show for `CC[N+](C)(CC)CCC/C(=N/O)C(O)(c1ccccc1)c1ccccc1`?
GPR55 LPI antagonism: -2.3%; Myeloid diff 2: inactive; KOR beta-arrestin-1: 27.9%; T cell modulator: inactive; NOD1 inhibition: 1.4%; KOR beta-arrestin-2: 3.6%; NTR1 ag: 0.6; GPR55 activation: -0.3%; NOD2 inhibition: 18.1%; T cell modulator vesicle-bound %: 55.4; NTR1 ag cell count 20 µM: 42; Myeloid diff 2 GFP+ MAC1+ %: 0.9

How did COc1cc2c(=O)n(CC3CCCO3)c(=O)n(CC(=O)Nc3cccc(Cl)c3)c2cc1OC (stereo unspecified) do in these assays?
GPR55 LPI antagonism: 0.7%; Myeloid diff 2: inactive; KOR beta-arrestin-1: 7.7%; T cell modulator: inactive; NOD1 inhibition: -41.5%; KOR beta-arrestin-2: -10.3%; NTR1 ag: -0.8; GPR55 activation: -0.1%; NOD2 inhibition: -0.9%; T cell modulator vesicle-bound %: 39.1; NTR1 ag cell count 20 µM: 60; Myeloid diff 2 GFP+ MAC1+ %: 0.7

How did Cc1ccnc(SCCn2c(N3CCN(Cc4ccccc4)CC3)nc3c2c(=O)[nH]c(=O)n3C)n1 do in these assays?
GPR55 LPI antagonism: 3.0%; Myeloid diff 2: inactive; KOR beta-arrestin-1: -2.6%; T cell modulator: inactive; NOD1 inhibition: -5.8%; KOR beta-arrestin-2: 8.4%; NTR1 ag: 1.6; GPR55 activation: -0.2%; NOD2 inhibition: -3.2%; T cell modulator vesicle-bound %: 14.9; NTR1 ag cell count 20 µM: 60; Myeloid diff 2 GFP+ MAC1+ %: 4.3

What do the screens show for `Cc1cc(C)c2c(n1)SCC(=O)N2CC(=O)Nc1cccc(Cl)c1`?
GPR55 LPI antagonism: 8.8%; Myeloid diff 2: inactive; KOR beta-arrestin-1: 1.6%[20 µM]; T cell modulator: inactive; NOD1 inhibition: 2.0%; NTR1 ag: -1.6; GPR55 activation: -0.1%; NOD2 inhibition: 38.0%; T cell modulator vesicle-bound %: 24.1; NTR1 ag cell count 20 µM: 61; Myeloid diff 2 GFP+ MAC1+ %: 2.8

Results for CCOC(=O)C(CCCCP(=O)(c1ccccc1)c1ccccc1)(NC(C)=O)C(=O)OCC ?
GPR55 LPI antagonism: 2.0%; Myeloid diff 2: inactive; KOR beta-arrestin-1: 3.4%; T cell modulator: inactive; NOD1 inhibition: -6.3%; KOR beta-arrestin-2: -0.4%; NTR1 ag: 1.0; GPR55 activation: -0.1%; NOD2 inhibition: 12.0%; T cell modulator vesicle-bound %: 35.4; NTR1 ag cell count 20 µM: 45; Myeloid diff 2 GFP+ MAC1+ %: 0.4

Results for Nc1cc(N)nc(SCC(=O)Nc2ccc3c(c2)OCO3)n1 ?
GPR55 LPI antagonism: -1.8%; Myeloid diff 2: inactive; KOR beta-arrestin-1: -3.0%; T cell modulator: inactive; NOD1 inhibition: 0.9%; KOR beta-arrestin-2: -1.7%; NTR1 ag: 2.1; GPR55 activation: 1.1%; NOD2 inhibition: 1.8%; T cell modulator vesicle-bound %: 17.1; NTR1 ag cell count 20 µM: 48; Myeloid diff 2 GFP+ MAC1+ %: 0.7

Results for COc1ccccc1N1CCN(C(=O)c2noc(C)c2[N+](=O)[O-])CC1 ?
GPR55 LPI antagonism: 20.0%; Myeloid diff 2: inconclusive; KOR beta-arrestin-1: 2.7%; T cell modulator: inactive; NOD1 inhibition: -21.2%; KOR beta-arrestin-2: -6.1%; NTR1 ag: -0.7; GPR55 activation: -0.1%; NOD2 inhibition: 8.6%; T cell modulator vesicle-bound %: 7.7; NTR1 ag cell count 20 µM: 52

What do the screens show for `O=C(c1cc([N+](=O)[O-])cc([N+](=O)[O-])c1)N1CCOCC1`?
GPR55 LPI antagonism: 8.8%; Myeloid diff 2: inactive; KOR beta-arrestin-1: 8.8%; T cell modulator: inactive; NOD1 inhibition: -7.7%; KOR beta-arrestin-2: -5.4%; NTR1 ag: 1.0; GPR55 activation: -0.1%; NOD2 inhibition: 11.9%; T cell modulator vesicle-bound %: 52.7; NTR1 ag cell count 20 µM: 55; Myeloid diff 2 GFP+ MAC1+ %: 0.4

How did NC(=O)CSc1nnc(Cc2csc(Nc3ccccc3)n2)n1Cc1ccccc1 do in these assays?
GPR55 LPI antagonism: -0.2%; Myeloid diff 2: inactive; KOR beta-arrestin-1: -17.9%; T cell modulator: inactive; NOD1 inhibition: -2.2%; KOR beta-arrestin-2: 9.6%; NTR1 ag: 0.5; GPR55 activation: -0.2%; NOD2 inhibition: 7.4%; T cell modulator vesicle-bound %: 64.1; NTR1 ag cell count 20 µM: 54; Myeloid diff 2 GFP+ MAC1+ %: 6.3

How did CCOc1ccccc1C1NC(=O)CCC1[N+](=O)[O-] (stereo unspecified) do in these assays?
GPR55 LPI antagonism: 3.5%; Myeloid diff 2: inactive; KOR beta-arrestin-1: -7.3%; T cell modulator: inactive; NOD1 inhibition: 4.1%; KOR beta-arrestin-2: -1.8%; NTR1 ag: 0.3; GPR55 activation: 0.3%; NOD2 inhibition: 9.9%; T cell modulator vesicle-bound %: 52.7; NTR1 ag cell count 20 µM: 61; Myeloid diff 2 GFP+ MAC1+ %: 0.3

How did CC(C)=NNC(=O)CN1C(=O)NC2NC(=O)NC21 (stereo unspecified) do in these assays?
GPR55 LPI antagonism: -0.5%; Myeloid diff 2: inactive; KOR beta-arrestin-1: 9.0%; T cell modulator: inactive; NOD1 inhibition: -9.3%; KOR beta-arrestin-2: 1.4%; NTR1 ag: -1.3; GPR55 activation: 0.1%; NOD2 inhibition: -10.9%; T cell modulator vesicle-bound %: 50.8; NTR1 ag cell count 20 µM: 65; Myeloid diff 2 GFP+ MAC1+ %: 0.4

For reference, 2 of the compounds above:
How did CCOc1ccccc1C1NC(=O)CCC1[N+](=O)[O-] (stereo unspecified) do in these assays?
GPR55 LPI antagonism: 3.5%; Myeloid diff 2: inactive; KOR beta-arrestin-1: -7.3%; T cell modulator: inactive; NOD1 inhibition: 4.1%; KOR beta-arrestin-2: -1.8%; NTR1 ag: 0.3; GPR55 activation: 0.3%; NOD2 inhibition: 9.9%; T cell modulator vesicle-bound %: 52.7; NTR1 ag cell count 20 µM: 61; Myeloid diff 2 GFP+ MAC1+ %: 0.3

How did CC(C)=NNC(=O)CN1C(=O)NC2NC(=O)NC21 (stereo unspecified) do in these assays?
GPR55 LPI antagonism: -0.5%; Myeloid diff 2: inactive; KOR beta-arrestin-1: 9.0%; T cell modulator: inactive; NOD1 inhibition: -9.3%; KOR beta-arrestin-2: 1.4%; NTR1 ag: -1.3; GPR55 activation: 0.1%; NOD2 inhibition: -10.9%; T cell modulator vesicle-bound %: 50.8; NTR1 ag cell count 20 µM: 65; Myeloid diff 2 GFP+ MAC1+ %: 0.4

Not all compounds are listed (hit frequency here may not be typical).
